p97 inhibitor: inhibitors of human p97 ATPase; recombinant p97 ATPase, Kinase-Glo ATP luminescence, 3 h; P55072; inhibition, % at 8 µM; AID 1481; 220,000 tested, 0.42% active; in the data active means inhibition above about 15%;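 further: 0% = DMSO vehicle and 100% = wells lacking enzyme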
Ba/F3 V617F tox: lowers viability of Ba/F3 cells expressing EpoR and JAK2V617F; 220,000 tested, 1.1% active; inhibition, % at 5.6 µM; ATP luminescence;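 active means inhibition above the campaign mean plus 3 SD over all tested compounds, cut at about 24% in these data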;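 further: cytokine-independent growth of Ba/F3 cells driven by EpoR plus mutant JAK2; 0% = DMSO-treated cells and 100% = JAK inhibitor I control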
EP2 antag: inhibitors of human EP2 prostaglandin E2 receptor; 260,000 tested, 0.52% active; P43116; C6 glioma cells expressing human EP2, cAMP TR-FRET; cells stimulated with saturating PGE2; inhibition, % at 25 µM;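 active means percent inhibition above 40 after rounding to a whole number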;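 further: rat C6 glioma host cells with rolipram phosphodiesterase inhibitor present; the protocol text gives 20 µM as final concentration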
Target sequence (P43116 whole entry, looked up): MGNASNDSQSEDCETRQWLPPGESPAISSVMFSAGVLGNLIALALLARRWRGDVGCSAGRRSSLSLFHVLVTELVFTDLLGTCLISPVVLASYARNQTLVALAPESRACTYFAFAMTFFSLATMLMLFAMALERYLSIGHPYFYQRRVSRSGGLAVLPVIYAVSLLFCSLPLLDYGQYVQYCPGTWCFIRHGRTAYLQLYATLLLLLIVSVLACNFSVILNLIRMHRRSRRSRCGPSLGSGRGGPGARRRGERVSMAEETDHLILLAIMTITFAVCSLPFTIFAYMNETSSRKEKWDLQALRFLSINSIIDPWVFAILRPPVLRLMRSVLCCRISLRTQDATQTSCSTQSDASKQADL
p47phox inh: blocks human p47phox regulatory protein of NADPH oxidases; P14598; p47phox/p22phox peptide binding, fluorescence polarization, 2 h; inhibition, % at 24.7 µM; 220,000 tested, 0.53% active;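 active means inhibition above about 30%, limit read from the data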;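 further: 0% = p47phox with labelled peptide and 100% = labelled peptide alone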
BaF3 parental: parental Ba/F3 viability inhibition as JAK2V617F counter-screen | 220,000 tested, 1.1% active | CellTiter-Glo ATP luminescence | inhibition, % at 5.6 µM;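 active means inhibition above a per-campaign cutoff, the mean inhibition of all tested compounds plus 3 SD, cut at about 27% in these data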;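 further: 0% = DMSO wells and 100% = JAK Inhibitor I control wells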
Furin inhibitor: blocks human furin protease activity; P09958; purified furin, fluorogenic substrate cleavage; inhibition, % at 30 µM; 220,000 tested, 0.061% active; in the data active means inhibition above about 25%; further: inactives centre near -15
Target sequence (P09958 108-714 limits assumed): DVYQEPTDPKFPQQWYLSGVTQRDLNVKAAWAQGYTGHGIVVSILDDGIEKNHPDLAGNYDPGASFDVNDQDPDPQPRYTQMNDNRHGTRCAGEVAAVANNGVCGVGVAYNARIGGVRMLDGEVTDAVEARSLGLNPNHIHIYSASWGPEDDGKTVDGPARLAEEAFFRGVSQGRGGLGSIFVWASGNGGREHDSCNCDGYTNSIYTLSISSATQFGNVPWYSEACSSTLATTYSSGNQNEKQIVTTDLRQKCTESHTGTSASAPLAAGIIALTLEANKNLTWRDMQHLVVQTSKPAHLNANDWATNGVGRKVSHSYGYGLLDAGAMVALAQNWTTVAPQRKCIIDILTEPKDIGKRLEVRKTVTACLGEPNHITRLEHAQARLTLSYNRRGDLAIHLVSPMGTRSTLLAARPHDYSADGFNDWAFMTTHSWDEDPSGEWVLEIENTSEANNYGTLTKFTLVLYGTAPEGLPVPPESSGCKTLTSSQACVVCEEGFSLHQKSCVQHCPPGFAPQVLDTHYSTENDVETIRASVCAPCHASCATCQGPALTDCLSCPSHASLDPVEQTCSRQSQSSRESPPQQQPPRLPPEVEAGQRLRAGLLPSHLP
Tb hexokinase: T. brucei hexokinase 1 inhibition | 220,000 tested, 0.11% active | inhibition, % at 10 µM | recombinant TbHK1, G6PDH-coupled NADH A340;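 active means inhibition of 50% or more in the single-dose primary screen; inactive means inhibition below 50%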
PPC-1+TRAIL kill: compounds killing PPC-1 cancer cells with TRAIL present (potentiator screen, no TRAIL-free arm). cell killing (% activity), % at 4 µM. AID 1443. 220,000 tested, 0.41% active. PPC-1 cells + TRAIL, ATPLite viability luminescence;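 active means cell killing above 50% in the first pass at 4 µM, then a duplicate retest at 5 µM averaging 50% or more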;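 further: plate controls were cells with TRAIL plus DMSO for no effect and medium-only wells lacking cells for full effect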
RBBP9 inhibitor: human RBBP9 hydrolase inhibition. inhibition, % at 7.94 µM. recombinant RBBP9, FP-Rh probe fluorescence polarization. O75884. 220,000 tested, 0.2% active;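 active means inhibition above the campaign mean of all tested compounds plus 3 SD, cut at about 14% in these data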;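 further: plate controls were DMSO wells with RBBP9 for no effect and wells lacking RBBP9 protein for full effect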
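Test system: recombinant human RBBP9. Quantity: 2.5 µM RBBP9 dispensing solution, before mixing. Detection: FP readout at 525/598 nm. Reagent: Serine-hydrolase probe FP-Rh, 375 nM pre-mixing. Measure: % inhibition. Control set: DMSO-treated enzyme wells and wells lacking RBBP9. Buffer or medium: Tris-NaCl-Pluronic buffer, pH 8.0. Times: preincubation 30 min plus labeling 45 min at 25 °C.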
* hit, by the source's call; nt = no result given; & = joins results of further samples; [ ] = dose if it differs, or a comment. Not all compounds are listed; rates above refer to the full screens.

SMILES	p97 inhibitor	Ba/F3 V617F tox	EP2 antag	p47phox inh	BaF3 parental	Furin inhibitor	Tb hexokinase	PPC-1+TRAIL kill	RBBP9 inhibitor
NC(=O)c1ccc(NC(=O)c2cnc3ccccc3n2)cc1	5	-2	16	-9	1	0	-24	6	2
CCN1C(=O)c2ccccc2S(=O)c2ccc(C(=O)NC3CC3)cc21 (stereo unspecified)	-5	-2	9	-28	2	-19	1	6	-7
COc1cc(C(=O)O)cc(NC(=O)c2cccs2)c1OC	7	-2	1	-10	4	3	13	21	-2
Cc1cc(=O)n(CCCO)c(O)c1C#N	2	1	7	2	1	-28	-3	-13	-13
Cc1ccc(C(=O)NNC(=O)C2CCCN(c3ncccn3)C2)cc1 (stereo unspecified)	-3	1	7	-6	8	-19[20 µM]	-7	14	-1
O=C(CCCN1C(=O)/C(=C/c2ccco2)SC1=S)Nc1ccccc1	6	-1	14	-55	5	-20	-1	37	-8
CCCCCCCNC(=O)C1CC(=O)N(C)C(=Nc2ccc(OC)cc2)S1 (stereo unspecified)	-7	3	8	-9	5	-9	-3	-2	-5
COc1ccc(NC(=O)CSc2ncnc3c2sc2ccccc23)c(OC)c1	2	0	9	-1	7	-15	-14	18	-1
NS(=O)(=O)c1ccc(CCNC(=O)c2ccco2)cc1	6	-4	5	-1	1	-22	-2	9	0
Cc1cccc(N2CN(Cc3cccnc3)CNC2=S)c1C	3	0	2	-3	-1	-22	0	8	-2
Oc1c(/C=N/c2ncn[nH]2)ccc2ccccc12	-4	3	4	-4	5	7	10	19	4
CN(C)c1ncc(S(=O)(=O)c2ccc(Cl)cc2)c(-c2ccc(Cl)cc2Cl)n1	-5	-4	nt	0	4	-15[20 µM]	-8	6	-8
Cc1ccc(S(=O)(=O)CCC(=O)OCn2nnc3ccccc3c2=O)cc1	-5	3	8	2	5	-24	0	6	-5
Cc1ccc(-n2cc[nH]c2=S)cc1C	-2	2	3	-4	8	-1	35	1	-3
CCCCOC(=O)c1ccc(NC(=O)c2cc(Cl)ccc2OC)cc1	1	-5	14	-3	0	-14[20 µM]	-9	20	-2
Cc1ccc2c(N)[nH]nc2n1	5	-4	11&5	-9	3	-13	-1	14	-1
O=Nc1c(O)[nH]c2ccc(F)cc12	-3	7	3	-3	10	-22	-2	-3	10
Cc1ccc(N2CCN(S(=O)(=O)N3CCCCCC3)CC2)cc1Cl	0	0	5	-5	4	-8[20 µM]	-1	-15	-4
c1csc(-c2csc3ncnc(NCCCN4CCOCC4)c23)c1	-2	-1	8	-6	9	-36[20 µM]	-2	19	-9
CCn1c(SCC(=O)Nc2ccc3c(c2)OCO3)nc2c1c(=O)n(C)c(=O)n2C	-7	6	13	-8	3	-4	0	5	1
Fc1ccccc1Nc1nc2ccccc2n2nnnc12	-3	3	10	-5	10	-21	-8	45	6
C=CC(=O)NC1CC2CCC1(C)C2(C)C (stereo unspecified)	-10	7	9	-7	-5	1	1	-6	5
O=C(NCCc1c[nH]c2ccccc12)/C(=C\c1cccs1)NC(=O)c1ccccc1	6	-2	3	-10	1	-3	-4	22	0
CN(C)S(=O)(=O)c1ccc2c(c1)C(CC(=O)O)NC2=O (stereo unspecified)	3	5	9	-1	5	-3	7	-10	-2
Cc1cc(NC(=O)Cn2c(C)nc3ccccc3c2=O)ccc1Br	-3	0	7	-9	3	-14[20 µM]	2	13	-13
CCOCCCNC(=O)C1CC(=O)N(C2CCCC2)C1 (stereo unspecified)	-1	2	7	-2	2	-4[20 µM]	6	-8	-1
Cc1nc(SCC(O)CO)c([N+](=O)[O-])[nH]1 (stereo unspecified)	2	-3	14&9	-10	0	-2[20 µM]	10	35	-12
O=C(NN1CCOCC1)c1cc(-c2ccc(Cl)c(Cl)c2)nc2ccccc12	7	0	3	-83	2	-35	-7	13	-3
COC(=O)/C(=C\C(=O)c1ccc([N+](=O)[O-])cc1)Nc1ccc(OC)cc1	5	-2	16	-4	-4	-16	-5	10	-2
O=C(NCC1CCCO1)c1ccc2c(=O)n(-c3ccc(F)cc3)c(=S)[nH]c2c1 (stereo unspecified)	1	0	6	-1	5	-31	-8	23	10
O=C(Cc1ccccc1)c1nnc(-c2ccccc2)o1	2	-1	6	-1	4	-21	-5	4	-5
C/C(Nc1ccc(F)cc1)=C(/C#N)C(N)=O	3	1	3	9	2	-29	-2	7	-1
C/C(=N\NC(=O)COc1ccc(C(C)(C)C)cc1)c1cc2ccccc2o1	1	-2	4	-5	4	-11	0	77*[5 µM]	-6
COc1cc2[nH]c(=O)n(CCCCCC(=O)NCCCN3CCCC3=O)c(=O)c2cc1OC	-5	4	4	3	6	-18[20 µM]	-6	2	-2
CCc1cc2c(=O)[nH]c(Cc3ccc(OC)cc3)nc2s1	-4	6	6	2	14	2	38	23	-7
COc1cc(C)c(Cl)cc1S(=O)(=O)n1cnc2ccccc21	-5	-2	7&19	-4	4	-19[20 µM]	-15	12	-1
CC(Cc1ccccc1)C(=O)N(C)Cc1cccnc1 (stereo unspecified)	6	-1	-1	1	3	-14	2	12	-2
CCOCCOC(=O)c1cccc(NC(=O)OCC)c1	8	-5	13	3	0	-11	1	6	-1
CCOC(=O)CSc1nnc(CSc2nc3sc4c(c3c(=O)[nH]2)CCC4)n1C	-2	-1	3	-6	2	-13	0	-4	-7
Cc1ccc(C)n1CCN1CCN(CC(=O)Nc2ccc(S(N)(=O)=O)cc2)CC1	5	-5	12	-9	-1	-15	-6	8	-9
COCCCNC(=O)CSc1nc2cc3c(cc2c(=O)n1CCCC(=O)NCc1ccc(OC)cc1)OCO3	0	1	7	-4	2	-17	-1	18	1
COCCSc1nnc(NC(=O)CSc2ccccc2)s1	-5	4	6	-9	4	-12	0	2	-10
CCOC(=O)C(NC(C)=O)(NC(C)C)C(F)(F)F (stereo unspecified)	5	-5	9	-9	-2	-18	-4	9	-7
FC(F)(F)C(Oc1nc(Nc2ccc(Cl)cc2)nc(N2CCOCC2)n1)C(F)(F)F	4	0	15	5	3	11[20 µM]	2	-28	4
Cc1ccc(Nc2nc(N)nc(CN3CCN(C)CC3)n2)cc1C	4	2	17	-3	4	-13	6	6	5
CCOC(=O)N1CCN(C(=O)CSc2nnc(COc3ccc(Cl)cc3)o2)CC1	-8	4	8	-2	9	-5	0	2	-5
O=C(CSCc1ccc(Cl)cc1)Nc1cccc(C(=O)Nc2ccccc2C(=O)O)c1	6	-5	9	-7	4	-8[20 µM]	6	22	-15
O=C(N/N=C1/CCSC1)c1cccc([N+](=O)[O-])c1	0	-2	7	-6	4	-9	27	1	-6
O=C(CSc1nc2ccccc2[nH]1)NCCc1ccc(Cl)cc1	4	0	7	-5	12	-13	35	21	5
CCN1CCN(S(=O)(=O)c2cc(OC)c(Cl)cc2OC)CC1	5	-4	1	-2	1	-23[20 µM]	-5	-22	-4

Going on with the list:
SMILES	p97 inhibitor	Ba/F3 V617F tox	EP2 antag	p47phox inh	BaF3 parental	Furin inhibitor	Tb hexokinase	PPC-1+TRAIL kill	RBBP9 inhibitor
COC(=O)Cn1c(=NC(=O)CSCC(=O)Nc2cc(C)on2)sc2cc(C(=O)OC)ccc21	-3	2	7	2	-4	-9	4	2	-1
C=CCn1c(SCC(=O)Nc2sccc2C(N)=O)nc2ccc(Cl)cc2c1=O	8	-3	23	-23	3	-30[20 µM]	0	-5	-2
Cc1ccc(SCC(=O)c2c(C)nc3cc(C)ccn23)cc1	-1	-2	10	-4	-2	-5	-10	10	-10
COc1ccccc1C(=O)N1CCc2ccccc21	3	-4	1	0	-1	-10	1	15	-2
CC(NC(=O)Nc1ccc(F)cc1)C(c1cccs1)N1CCCC1 (stereo unspecified)	-2	-3	7	-11	3	-24	-4	19	-1
CC(C)n1c(SCC(=O)N2c3ccccc3CCc3ccccc32)nc2c1c(=O)n(C)c(=O)n2C	3	2	nt	nt	3	-15[20 µM]	3	nt	2
COc1cc(/C=N\Nc2ccc([N+](=O)[O-])cn2)ccc1OCC(=O)O	-2	4	9	-9	10	2	-14	9	1
CCN(CC)C(=O)C1CC(=O)N(c2ccc(OC)cc2)C1c1ccc(OC)cc1 (stereo unspecified)	-3	2	11	5	0	-16[20 µM]	-5	22	-6
Oc1ccc(Cl)cc1-c1cc(-c2ccco2)[nH]n1	10	-5	13	-18	4	-16[20 µM]	0	19	-19
COc1ccccc1C1c2c(C)nn(-c3ccccc3)c2NC(=O)C1NC(=O)c1ccccc1 (stereo unspecified)	3	-1	6	2	1	-4	31	22	-3
Cc1cc(OCC(=O)Nn2cnnc2)ccc1Br	4	-1	5	-10	5	-28	-1	-1	-10
c1ccc(-c2nc3nonc3nc2-c2ccccc2)cc1	3	1	nt	-23	2	-17	-3	-1	0
N#C/C(C(=O)NCCc1ccccc1)=C1/N=C(NC(=O)c2cccs2)c2ccccc21	-2	4	13	-29	10	-5	17	0	-3
Cc1ccc(S(=O)(=O)C2(C(=O)Nc3cccnc3)CC2)cc1	7	-3	9	3	2	-10	-5	10	-8
Cc1cccc(NC(=S)N2CCC(C(=O)c3ccc(F)cc3)CC2)c1C	4	-2	4	-4	7	-30[20 µM]	1	14	-7
Cc1ccsc1C=C1C(=O)c2ccccc2C1=O	-1	0	19	-4	-1	-2[20 µM]	-1	8	-4
CC(O/N=C\c1ccccc1O)C(=O)Nc1ccccc1C(=O)N1CCOCC1 (stereo unspecified)	-4	3	5	-6	6	-11	-3	-1	-5
COc1cc(-n2nnnc2SCC(=O)N2CCN(c3ccc(F)cc3)CC2)c(OC)cc1Cl	10	-4	9	-19	1	-8[20 µM]	2	16	16*
Cc1cc(-c2ccccc2)nc2oc(C(=O)NN)c(N)c12	-2	2	10	47*	-5	-14	-37	8	11
CC(C)CCNC(=O)CC1Nc2c3ccccc3nc(=S)n2C1=O (stereo unspecified)	-3	4	4	-13	9	-19[20 µM]	-4	-15	-1

Entries above printed as active in RBBP9 inhibitor:
mol	p97 inhibitor	p47phox inh	Furin inhibitor	Tb hexokinase	RBBP9 inhibitor
COc1cc(-n2nnnc2SCC(=O)N2CCN(c3ccc(F)cc3)CC2)c(OC)cc1Cl	10	-19	-8[20 µM]	2	16*

The list continues:
SMILES	p97 inhibitor	Ba/F3 V617F tox	EP2 antag	p47phox inh	BaF3 parental	Furin inhibitor	Tb hexokinase	PPC-1+TRAIL kill	RBBP9 inhibitor
CCn1c(CNc2ccccc2Cl)nnc1SCCN1CCCCC1	-2	3	6	-12	1	-19	2	15	-8
CCOC(=O)C1CCN(CCC(=O)Nc2cccc(C)c2)CC1	-1	-5	4	-1	1	-18	-3	25	9
COc1ccc(C(C[N+](=O)[O-])c2c(-c3ccccc3)cc3ccccn23)cc1OC (stereo unspecified)	-1	-2	nt	-25	6	-42[20 µM]	-19	10	-19
Cc1cnnc2c1-c1no[n+]([O-])c1CC2	-4	4	5	-15	5	-11[20 µM]	6	4	2
CN(c1ccccc1C(=O)O)S(C)(=O)=O	5	2	11	-5	6	-9	8	-15	-6
CCOC(=O)/C(C(=O)Nc1ccc(Br)cc1)=C1/NC(C)(C)Cc2ccccc21	2	-1	1	-15	4	-16	-7	25	-5

Two records drawn at random from those above, as already listed:
SMILES	p97 inhibitor	Ba/F3 V617F tox	EP2 antag	p47phox inh	BaF3 parental	Furin inhibitor	Tb hexokinase	PPC-1+TRAIL kill	RBBP9 inhibitor
CN(c1ccccc1C(=O)O)S(C)(=O)=O	5	2	11	-5	6	-9	8	-15	-6
COc1ccc(C(C[N+](=O)[O-])c2c(-c3ccccc3)cc3ccccn23)cc1OC (stereo unspecified)	-1	-2	nt	-25	6	-42[20 µM]	-19	10	-19

Screening data from PubChem.
